# Assay outcomes: PubChem, Sanford-Burnham Center for Chemical Genomics
# SENP8 block-1: inhibitors of human SENP8 protease; Q96LD8; purified SENP8, Z-RLRGG-aminoluciferin cleavage, luminescence; inhibition, % at 10 µM; actives 1.2% (n = 330,000); AID 2540; in the data active means inhibition above about 50%
# Target sequence (Q96LD8 whole entry, looked up): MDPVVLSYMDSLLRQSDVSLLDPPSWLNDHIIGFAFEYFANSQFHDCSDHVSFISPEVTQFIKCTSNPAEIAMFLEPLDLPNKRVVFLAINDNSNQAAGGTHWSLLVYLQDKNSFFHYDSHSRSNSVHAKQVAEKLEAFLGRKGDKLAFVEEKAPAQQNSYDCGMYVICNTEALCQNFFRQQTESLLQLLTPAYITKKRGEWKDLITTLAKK
# NLRP3 yeast inh: inhibitors of NALP3 inflammasome in yeast; actives 0.39% (n = 330,000); Yeast reconstituted NLRP3/ASC/caspase-1, beta-gal luminescence, 24 h; AID 2825; inhibition, % at 10 µM;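 active means inhibition of 50% or more; inactive means inhibition below 50%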;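 further: plate controls were induced DMSO wells for no effect and uninduced yeast grown without galactose for full effect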
# Apaf-1 inh: blocks human Apaf-1 apoptosome activity | O14727 | reconstituted apoptosome caspase-3 activity, DEVD-Rh110 fluorescence | inhibition, % at 20 µM | actives 0.71% (n = 330,000) | AID 489030; active means inhibition of at least 40% at 20 µM;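 further: plate controls were DMSO wells for no effect and DEVD-CHO caspase inhibitor wells for full effect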
#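 Material: reconstituted apoptosome with Apaf-1, cytochrome c, caspase-9, procaspase-3, dATP / Buffer or medium: pH 7.5 Hepes buffer with CHAPS, BSA, DTT / Also added: cytochrome c with DEVD-Rh110 / Schedule: compound with Apaf-1, dATP, procaspase-3 30 min, then 50 min reaction, room temperature / Technique: rhodamine 110 fluorescence at Ex 480/Em 540 nm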
# SENP6 block: SENP6 protease inhibition. inhibition, % at 10 µM. Recombinant SENP6 catalytic domain, aminoluciferin luminescence. actives 1.8% (n = 330,000). Q9GZR1;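 active means inhibition above about 50% at the single tested dose, limit read from the data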;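 further: plate controls were DMSO wells with enzyme for no effect and DMSO wells lacking enzyme for full effect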
# Target sequence (Q9GZR1 628-1112 limits assumed): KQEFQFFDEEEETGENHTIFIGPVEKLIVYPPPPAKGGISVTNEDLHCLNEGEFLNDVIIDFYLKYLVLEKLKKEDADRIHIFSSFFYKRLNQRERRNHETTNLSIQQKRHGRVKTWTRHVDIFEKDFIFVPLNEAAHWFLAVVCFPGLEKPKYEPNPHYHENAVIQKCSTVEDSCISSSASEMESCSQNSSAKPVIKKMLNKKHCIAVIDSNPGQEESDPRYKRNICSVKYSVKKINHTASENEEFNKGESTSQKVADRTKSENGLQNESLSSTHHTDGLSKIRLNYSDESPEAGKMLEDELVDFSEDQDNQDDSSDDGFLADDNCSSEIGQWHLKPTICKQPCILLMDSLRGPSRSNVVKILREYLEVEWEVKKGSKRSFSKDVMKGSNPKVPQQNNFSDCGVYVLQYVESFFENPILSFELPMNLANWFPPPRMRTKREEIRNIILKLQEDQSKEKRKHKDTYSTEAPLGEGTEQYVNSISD
# PfGluPho inh: PfG6PD (Plasmodium falciparum) enzyme inhibition. PfGluPho enzyme, NADPH resazurin-diaphorase fluorescence. inhibition, % at 20 µM. actives 0.78% (n = 350,000). AID 504690;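 active means inhibition reaching at least a set limit at 20 µM in the primary screen, cut at about 59% in these data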;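 further: 0% = DMSO wells with substrate and 100% = DMSO wells lacking glucose-6-phosphate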
# SENP1 inh: SENP1 (human) catalytic domain inhibition. AID 624204. inhibition, % at 10 µM. recombinant SENP1 catalytic domain, CyPet-SUMO1-YPet FRET cleavage. Q9P0U3. actives 0.21% (n = 360,000);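 active means inhibition at least 30% at 10 µM, raw YFP signal under a set limit, fluorescence ratio 0.5 to 1.5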;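 further: 0% = enzyme with DMSO and 100% = no enzyme wells; some results filed as inactive read as strong as hits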
# Target sequence (Q9P0U3 419-644 limits assumed): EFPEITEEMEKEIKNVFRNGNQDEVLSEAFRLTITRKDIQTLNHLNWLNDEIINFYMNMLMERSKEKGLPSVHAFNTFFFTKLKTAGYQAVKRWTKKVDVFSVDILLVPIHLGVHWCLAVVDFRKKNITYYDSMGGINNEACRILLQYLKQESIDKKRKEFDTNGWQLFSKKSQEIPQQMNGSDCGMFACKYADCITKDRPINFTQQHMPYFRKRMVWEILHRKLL
#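 system = hSENP1 catalytic domain, recombinant | reagent = SFCypet-SUMO1-SFYpet substrate at 25 nM | doses = one dose per compound, 10 µM, 0.5% DMSO | incubation = enzyme reaction for 50 min at room temperature, dark | measured by = FRET, CFP and YFP emission | controls = no-enzyme low, enzyme-DMSO high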
# SENP8 block-2: SENP8 (human) protease inhibition | Q96LD8 | recombinant SENP8, Nedd8 substrate fluorescence | inhibition, % at 20 µM | actives 0.64% (n = 360,000) | AID 602440; in the data active means inhibition mostly above about 40%, no sharp cut-off; inactive means mostly below about 27%
# HKDC1 inh: blocks human hexokinase HKDC1 activity; Q2TB90; recombinant HKDC1, G6PDH/diaphorase resazurin coupled fluorescence; inhibition, % at 20 µM; actives 0.16% (n = 340,000);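 active means inhibition above about 35% when tested at 20 µM, limit read from the data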;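 further: plate controls were DMSO wells with enzyme for no effect and DMSO wells lacking enzyme for full effect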
#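 Incubation: 90 min at room temperature in dark / Material: recombinant HKDC1 (HK5) hexokinase enzyme, produced in-house / Quantity: enzyme 5 µg/mL final / Compound: one dose of 20 µM, 1% DMSO / Reagent: glucose and ATP substrates / Buffer or medium: Tris pH 8.0 buffer with MgCl2, Tween-20, BSA, BME / Technique: resorufin fluorescence at 613 nm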
# SENP7 block: inhibitors of human SENP7 protease; Q9BQF6; recombinant SENP7, Z-RLRGG-aminoluciferin luminescence, 40 min; inhibition, % at 5 µM; actives 1.5% (n = 330,000);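 active means inhibition above about 50% at the single test dose, limit read from the data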;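 further: plate controls were DMSO with enzyme for no effect and no enzyme buffer wells for full effect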
# * hit, by the source's call; x = not tested or not shown. Outcome played no part in choosing rows; about 4.1% have a hit in one of these screens.
SMILES,SENP8 block-1,NLRP3 yeast inh,Apaf-1 inh,SENP6 block,PfGluPho inh,SENP1 inh,SENP8 block-2,HKDC1 inh,SENP7 block
Cn1c(=O)c(=O)n(C)c2cc(S(=O)(=O)N3CC(=O)N(CCc4ccccc4)C(=O)C3)ccc21,2,-6,-4,-2,6,0,-174,-9,-5
CCS(=O)(=O)N1CCCC(C(=O)NCCCN(C)Cc2ccccc2)C1 (stereo not given),-3,3,-5,-38,-13,-1,19,-7,2
CCN(C[C@H]1N[C@@](Cc2ccccc2)(C(=O)OC)[C@H]2C(=O)N(C)C(=O)[C@@H]12)C(=O)Nc1ccccc1,3,10,-7,-4,-19,2,18,-8,7
CCCCN=C(N)/C(C(=O)OCC)=C(\O)c1ccc(OC)cc1,10,5,0,11,12,-1,19,4,13
CC(=O)Nc1ccc(/C=N/Nc2ccc(C(=O)c3c(C)cc4ccccn34)cc2[N+](=O)[O-])cc1,11,4,-6,6,3,2,38,-3,3
NC(=O)CCCn1c(C(=O)c2ccc(Cl)cc2)c2ccc([N+](=O)[O-])cc2[n+]1[O-],-12,21,4,-21,3,-4,16,1,9
Cc1nnc(SCc2nnc(-c3cccs3)o2)n1C1CCCCC1,2,16,-6,-33,5,-1,1,-6,-1
COc1ccc(CN(Cc2ccc(C(=O)O)cc2)C(=S)Nc2cccc(C)c2)cc1OC,4,29,2,-3,-25,2,13,8,-9
Cc1cccc(OCCCN2C(=O)C(=O)c3cc(C)ccc32)c1,-4,4,23,-3,56,-5,7,26,-2
O=C(NNC(=O)c1cccc2ccccc12)c1ccc(F)cc1,x,x,x,x,2,3,11,0,x
CSCC(=O)N1CCC(CCC(=O)NC2CC2)CC1,9,10,-4,-4,-21,-1,9,4,25
CCn1c(SCC(=O)NCc2ccccc2)nc2c(c1=O)SC(C)C2 (stereo not given),2,16,3,-5,20,0,12,-5,-4
COc1cc(C(C)=O)ccc1OCc1nnc(-c2ccccc2Br)o1,-4,19,6,-15,14,-2,8,3,5
COc1ccc(OC)c(C(=O)Nc2ccc3[nH]ccc3c2)c1,16,41,-7,35,4,0,6,-3,41
CCOc1ccc(/C=C2\CCCc3c2nc2ccccc2c3C(=O)O)cc1OC,8,22,4,14,x,-22,-155,x,2
CC(NC(=O)c1ccc(C(C)(C)C)cc1)C(c1cccs1)N1CCOCC1 (stereo not given),3,12,5,-2,27,1,5,-3,1
COc1ccc(Nc2nc(N)nc(CSCCO)n2)cc1,2,10,-9,10,-2,2,19,-2,5
CCCCC(=O)NC(=S)Nc1cc([N+](=O)[O-])ccc1OC,-10,3,-1,-7,10,0,12,2,-3
CCOc1ccc(N=Cc2c(O)cc(C)oc2=O)cc1,-30,8,6,-18,-8,1,-32,2,-17
Cc1cnc(C(=O)NCCc2ccc(S(=O)(=O)NC(=O)NC3CCCCC3)cc2)cn1,4,11,-4,4,19,1,9,11,5
COc1ccc(-n2nc(C(=O)NCC(=O)Nc3cc(OC)c(OC)c(OC)c3)c3ccccc3c2=O)cc1OC,1,-7,6,-21,1,1,-66,3,14
Cc1ccc(CN(C(=O)c2csnn2)C(C(=O)NC2CCCC2)c2ccc(C)o2)cc1 (stereo not given),-1,-7,16,-5,18,0,16,-1,4
CC(=O)Nc1ccc(S(=O)(=O)NC(CC(=O)O)c2ccc(OC(C)C)cc2)cc1 (stereo not given),-2,-5,-10,-10,3,0,20,-3,-4
CCCCc1cc(=O)oc2c(CN3CCN(C)CC3)c(O)ccc12,4,-3,3,2,7,-168,-294,-5,-1
O=C(Cn1cc([N+](=O)[O-])ccc1=O)N1CCc2ccccc21,-5,7,6,-7,-3,0,15,-2,-2
COC(C(=O)Nc1ccc(C(N)=O)cc1)c1ccccc1 (stereo not given),0,8,-13,-8,-7,3,-9,-6,-2
COc1ccc(-n2nnnc2-c2cnc(N3CCCC3)nc2C(F)(F)F)cc1,3,1,22,6,-5,1,1,3,12
N#Cc1ccc2c(c1)nc1ccccn12,-2,5,2,0,-1,-9,-448,-6,3
NC(=O)N/N=C/CCc1ccccc1,2,15,-16,-6,-6,-1,10,-5,0
CNC(=S)Nc1ccc(Cc2ccncc2)cc1,-6,19,-8,-14,2,1,17,-4,2

# Arranged by molar mass (descending): some entries from above.
SMILES,SENP8 block-1,NLRP3 yeast inh,Apaf-1 inh,SENP6 block,PfGluPho inh,SENP1 inh,SENP8 block-2,HKDC1 inh,SENP7 block
CCN(C[C@H]1N[C@@](Cc2ccccc2)(C(=O)OC)[C@H]2C(=O)N(C)C(=O)[C@@H]12)C(=O)Nc1ccccc1,3,10,-7,-4,-19,2,18,-8,7
CC(=O)Nc1ccc(/C=N/Nc2ccc(C(=O)c3c(C)cc4ccccn34)cc2[N+](=O)[O-])cc1,11,4,-6,6,3,2,38,-3,3
Cc1cnc(C(=O)NCCc2ccc(S(=O)(=O)NC(=O)NC3CCCCC3)cc2)cn1,4,11,-4,4,19,1,9,11,5
COc1ccc(OC)c(C(=O)Nc2ccc3[nH]ccc3c2)c1,16,41,-7,35,4,0,6,-3,41

# (next part)
SMILES,SENP8 block-1,NLRP3 yeast inh,Apaf-1 inh,SENP6 block,PfGluPho inh,SENP1 inh,SENP8 block-2,HKDC1 inh,SENP7 block
O=C(Cn1nnc(-c2cccs2)n1)NCc1cccs1,-9,11,-5,-1,-17,0,-5,-12,-2
CC(NC(=O)NC1CCCCC1)C(c1cccs1)N1CCOCC1 (stereo not given),-6,0,3,-20,-4,2,3,-5,-2
N#Cc1cc2c(nc1SCC(O)CS(=O)(=O)Cc1ccccc1)CCCC2 (stereo not given),-8,16,-5,-13,-2,-3,1,0,-13
CCCc1cc(N2CCOCC2)n2nc(C)c(-c3ccccc3)c2n1,-1,9,10,1,-4,2,-153,12,-3
COC(=O)c1c(O)cc(C(C)(C)C)n(-c2ccccc2)c1=O,-3,3,0,-10,-7,3,4,-12,7
CCOC(=O)C1(CCc2ccccc2)CCN(C(=O)c2cnc(C)cn2)CC1,-2,15,7,-18,-5,-1,9,-12,0
O=C(NC1CCCCC1)C(=S)NCc1ccccc1,-12,31,1,-3,-9,-2,20,1,7
O=C(NCCn1cccn1)C1CCC(=O)N(CCc2cccc(F)c2)C1 (stereo not given),0,12,-9,-3,-5,2,6,-4,9
C/C=C(/C)C(=O)OC1Cc2c(ccc3ccc(=O)oc23)OC1(C)C (stereo not given),-10,-9,7,-2,-18,7,-49,13,-5
CCSc1nnc(NC(=O)c2ccc3nc[nH]c3c2)s1,-3,11,-2,10,-2,-3,-95,3,2
Cc1ccc(NC(=O)CSc2nnc(-c3cnccn3)n2Cc2ccco2)cc1,0,-1,-3,-3,-21,-1,9,4,-2
CN(C(=O)COC(=O)Cn1cnc2ccccc21)C1CCCCC1,7,1,4,5,-2,2,-5,-5,-2
COc1ccnc(CS(=O)c2nc3cc(C(O)(F)F)ccc3[nH]2)c1OC (stereo not given),1,-1,8,-10,-15,1,5,-4,-4
Cc1ccc(S(=O)(=O)N(C)C)cc1NC(=O)COC(=O)CNC(=O)c1cccs1,-11,12,-2,-6,-13,1,-7,-4,-13
CCN(CC)C(=O)N1c2ccccc2CC(N(CC)CC)c2ccccc21 (stereo not given),2,4,-2,5,-9,-13,-36,-4,0
Cn1c(CCc2ccccc2)nnc1SCC(N)=O,5,9,-14,12,-8,1,4,-9,0
COc1cc2ncc(S(=O)(=O)c3ccccc3)c(N3CCCC(C)C3)c2cc1OC (stereo not given),5,18,31,8,3,3,6,-1,-9
O=C(NCc1ccco1)c1cccc(NC(=O)c2ccccc2)c1,-5,15,-4,-15,11,1,12,0,-2
COCC(=O)Nc1nnc(Cc2ccc(OC)cc2)s1,-2,-1,-1,-8,-21,2,25,-4,0
CC(NC(=O)c1cc(-c2cccnc2)nc2ccc(Br)cc12)C1CCCO1 (stereo not given),1,11,1,-9,2,1,4,-7,-2
O=C1N[C@H](Cc2c[nH]c3ccccc23)COC(=O)[C@H](Cc2ccc(F)cc2)C/C=C\C[C@H]1CC(=O)N(CCO)Cc1ccccc1,-13,25,27,-9,4,-7,-9,2,-9
COc1cccc(-c2nn(-c3ccc(C)cc3)cc2C(=O)NCC2CCCO2)c1 (stereo not given),-3,28,16,-2,11,-1,3,-5,2
CC(=O)N(CCCN(C)C)Cc1ccccn1,8,14,-12,-2,-2,2,-2,-4,0
CN(C)CCCNC(=S)/N=c1\sccn1Cc1ccccc1Cl,-14,22,4,-22,-20,1,10,7,2
Cc1cc(/C=N/n2cnnc2)c(O)c([N+](=O)[O-])c1,2,14,-3,9,10,11,29,-7,0
COC(=O)c1ccc(Cn2ccc(=O)[nH]c2=O)cc1,x,x,x,x,2,1,11,-8,x
CC1(C)CC(=O)C=C(/C=C/c2ccccc2)C1,0,20,-1,2,5,0,26,-3,4
CNC(=S)N/N=C(\C)c1ccc(N2CCOCC2)cc1,x,x,x,x,1,-13,-176,-8,x
Cc1noc(NS(=O)(=O)c2ccc(NC(=O)CC(C)C)cc2)c1C,-12,-4,-8,-16,-14,3,13,-6,-7
COc1ccc(C2CC(c3ccc4ccccc4c3)=NN2C(=O)CSc2ncccn2)cc1 (stereo not given),8,22,17,-2,7,-4,-233,18,-1
COc1ccc(S(=O)(=O)N2CCOC2CNC(=O)C(=O)NCc2ccc(F)cc2)cc1 (stereo not given),3,11,2,16,9,1,15,4,2
COc1ccc(OC)c(CN2CCN(Cc3cc(OC)c(OC)c(OC)c3)CC2)c1,-19,7,-3,3,-19,1,19,-8,5
CCN(c1ccccc1)S(=O)(=O)c1ccc(C(=O)N2CCN(c3ccccc3)CC2)cc1,-4,26,19,-5,17,0,10,-4,-8
COCCC(=O)N1CCC(Oc2ccc(C(=O)N(C)C3CCCCC3)cc2)CC1,5,12,-6,21,0,-1,4,-8,-4
CCN(CC)CCNC(=O)c1ccccn1,-11,13,5,-2,-15,3,14,2,16
CCOC(=O)/C=C/C(=O)Nc1ccc(S(=O)(=O)N2CCc3ccccc32)cc1,5,8,11,0,-1,-4,6,1,-3
CCc1ccc(NC(=O)Cn2c(=O)n(CCCC(=O)NCc3ccco3)c(=O)c3ccccc32)cc1,-8,-3,5,-15,2,-6,14,-3,-11
COc1ccc(NC(=O)CSc2ncc(-c3ccc(F)cc3)n2Cc2ccco2)cc1,-1,-9,8,-6,8,2,14,2,-5
O=c1c(C=NCc2cccnc2)c(C(F)(F)F)[nH]n1-c1nc2ccccc2s1,97*,28,3,97*,8,-2,4,9,99*
CC12CCC(C(=O)Nc3cccc(NC(=O)C45CCC(C)(C(=O)O4)C5(C)C)n3)(OC1=O)C2(C)C,0,13,-2,-11,-15,0,6,-3,1
Cc1cc(S(=O)(=O)NCC(c2ccc3c(c2)OCO3)N2CCOCC2)ccc1F (stereo not given),-8,2,8,-11,-7,3,21,1,-11
O=C(O)c1cnc(N2CCOCC2)nc1,7,10,-13,-3,-6,1,6,-9,2
